Screening data: PubChem BioAssay, several laboratories
MEKK3 PB1 HTS = modulators (inhibitors or enhancers) of MEK5 binding to human MEKK3 PB1 domain; Q99759; bead-based flow cytometry, Alexa488-MEK5 binding to MEKK3; actives lie on both sides; 0 = blocked by unlabeled MEK5, 100 = vehicle; binding response (% of control), % at 10 µM; 290,000 compounds, 1.4% hits; AID 1529;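 active = binding response more than 3 SD above or below the average of its plate-row segment, actives on both sides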;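 note: Alexa488 bead fluorescence after subtracting the streptavidin-only scavenger bead signal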
OXTR agonist = activates the human oxytocin receptor; P30559; CHO-OTR cells, Fluo-8 calcium fluorescence; normalized: DMSO 0%, oxytocin 100%; activation, % at 3 µM; 320,000 compounds, 0.32% hits;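 active = activation above the mean of all tested compounds plus 3 SD, cutoff set per screening run, cut at about 20% in these data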;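 note: peak over basal fluorescence ratio from a 100 s FLIPR kinetic read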
Target sequence (P30559 whole entry, looked up): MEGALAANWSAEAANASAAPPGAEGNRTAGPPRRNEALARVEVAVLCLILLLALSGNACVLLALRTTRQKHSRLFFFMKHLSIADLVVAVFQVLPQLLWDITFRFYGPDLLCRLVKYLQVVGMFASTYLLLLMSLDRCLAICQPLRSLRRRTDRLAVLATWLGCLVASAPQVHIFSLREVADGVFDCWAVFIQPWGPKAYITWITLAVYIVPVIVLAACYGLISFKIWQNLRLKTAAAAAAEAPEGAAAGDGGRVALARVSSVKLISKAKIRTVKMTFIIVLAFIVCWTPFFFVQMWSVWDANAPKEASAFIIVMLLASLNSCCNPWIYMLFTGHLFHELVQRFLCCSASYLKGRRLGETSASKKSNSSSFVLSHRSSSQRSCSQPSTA
PHOSPHO1 inh = blocks human PHOSPHO1 phosphatase activity | recombinant PHOSPHO1, absorbance phosphatase assay | inhibition, % at 13.3 µM | AID 1565 | 290,000 compounds, 1.1% hits | Q8TCT1; in the data active = inhibition above about 60%
Target sequence (Q8TCT1 whole entry, looked up): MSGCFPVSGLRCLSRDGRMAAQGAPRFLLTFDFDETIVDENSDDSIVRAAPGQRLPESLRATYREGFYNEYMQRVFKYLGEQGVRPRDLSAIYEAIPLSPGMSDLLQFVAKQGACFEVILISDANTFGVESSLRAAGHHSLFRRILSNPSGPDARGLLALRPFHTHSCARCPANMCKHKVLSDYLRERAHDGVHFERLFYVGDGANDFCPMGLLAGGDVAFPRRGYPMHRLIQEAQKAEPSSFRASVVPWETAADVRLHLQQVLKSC
NALP1 yeast inh = NALP1 inhibition | S. cerevisiae NALP1/ASC/caspase-1 growth, X-gal OD620, 72 h | inhibition, % at 10 µM | 280,000 compounds, 0.61% hits | AID 2071; in the data active = inhibition mostly above about 24%, no sharp cut-off; inactive = mostly below about 32%; note: some compounds called inactive have numbers as strong as hits
V1R ag counter = counter-screen for oxytocin receptor agonists: human V1a receptor agonists; P37288; CHO-V1R cells, Fluo-8 calcium fluorescence, agonist mode; 0% DMSO, 100% 3 nM vasopressin; activation, % at 3 µM; 320,000 compounds, 0.25% hits; AID 2797;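 active = activation above the mean activation of all tested compounds plus 3 SD, per screening run, cut at about 20% in these data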;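 note: signal is peak over basal fluorescence ratio across a 100 second FLIPR read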
MEKK2mut PB1 HTS = signal of MEK5 binding to mutant human MEKK2 PB1 domain; bead flow cytometry, Alexa488-MEK5 binding to MEKK2 mutant; percent response, % at 10 µM; 290,000 compounds, 0.35% hits; in the data active = percent response above about 24%, passing the limit was not always enough; note: inactives centre near 1; some results filed as inactive read as strong as hits; reference of the scale not given here
MEKK2 WT-MEK5 = raises or lowers MEK5 binding to wildtype human MEKK2 PB1 domain; bead flow cytometry, Alexa488-MEK5 binding to MEKK2 WT; actives lie on both sides; binding response (% of control), % at 10 µM; 290,000 compounds, 1.1% hits; AID 1531; in the data active = binding response below about 67% or above about 130%
GPR7 antag = antagonists of human GPR7 (neuropeptides B/W receptor 1); P48145; AID 1861; 290,000 compounds, 1.1% hits; inhibition, % at 4.4 µM; GPR7-expressing cells, fluorescence antagonist assay; in the data active = inhibition above about 16%, passing the limit was not always enough;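 note: cells stimulated with the agonist NPW; 0% = agonist with vehicle and 100% = vehicle without agonist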
GalR3 antagonist = antagonists of human GalR3. O60755. HEK293 GalR3-CNG cAMP membrane potential fluorescence; galR3 body fused to GalR1 C-terminus. inhibition, % at 3 µM. 360,000 compounds, 0.44% hits;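 active = inhibition above the screen-wide average plus 3 SD, cut at about 13% in these data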;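 note: forskolin and galanin both at EC90 stimulate the cells; cAMP rise reported by CNG channel membrane potential dye signal; 0% = forskolin plus galanin with DMSO and 100% = forskolin alone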
* marks the source's active call; other numbers are inactive results; x = no result given.

Below each compound: MEKK3 PB1 HTS	OXTR agonist	PHOSPHO1 inh	NALP1 yeast inh	V1R ag counter	MEKK2mut PB1 HTS	MEKK2 WT-MEK5	GPR7 antag	GalR3 antagonist
COc1ccc(-c2c(C#N)c(SCC(N)=O)nc3c2CCCC3)cc1
  104	-0.7	-11	1	1.1	3	102	-3	-7
COc1ccc(C(=O)NN2C(=O)C3CCC(C)(C2=O)C3(C)C)cc1 (configuration not stated)
  98	0.0	-18	18	0.0	-1	100	0	-4
COc1ccccc1CNC(=O)CCN1C(=O)c2ccccc2C1=O
  105	-1.0	27	7	0.7	3	106	10	-6
Cc1cc(C)c2c(-n3cccc3)nn(C)c2n1
  100	-2.2	-25	15	-0.9	5	103	-6	-1
Cc1ccc2[nH]c(=O)c(CN(CCO)Cc3nnnn3CCc3ccccc3)cc2c1
  98	0.3	-21	2	-0.3	-2	99	-3	1
COc1ccc(CNCC(=O)Nc2cc(C)nn2-c2nc(C)cc(C)n2)cc1OC
  95	0.3	11	-3	0.6	-3	89	0	6
CCN1CCN(C(=O)CN2C(=O)COc3ccc(C)cc32)CC1
  104	0.9	32	-12	0.7	1	104	-10	-8
N/C(COc1ccc(F)cc1)=N\NC(=O)c1cccnc1Oc1ccccc1
  102	-0.2	-4	-35	1.4	1	101	-13	-3
COc1cc(SC)ccc1C(=O)N1CCc2ccccc21
  97	-0.5	-21	6	1.4	0	101	-14	-11
CC(=O)C1=C(O)C(=O)N(Cc2ccccc2)C1c1cccs1 (configuration not stated)
  105	1.7	37	12	0.9	9	110	-2	-1
CCCn1c(=O)c(C(=O)NNC(=O)Cc2ccccc2)c(O)c2ccccc21
  104	0.1	4	13	0.3	1	107	12	-8
C/C(CC(=O)Nc1cccc(C(F)(F)F)c1)=N\NC(=O)Cc1ccccc1
  99	0.3	0	0	3.1	-2	97	-15	-4
Cc1ccccc1NC(=O)c1cccc(Cn2cc(Br)c([N+](=O)[O-])n2)c1
  103	3.9	38	11	4.3	8	108	3	2
CCn1c(SCc2nnc(-c3ccccc3)o2)nnc1-c1ccc(S(=O)(=O)N2CCCC2)cc1
  98	0.0	-21	17	1.3	-2	94	8	-3
COc1ccc(C(=O)NC(C)C2CC3CCC2C3)cc1 (configuration not stated)
  99	-2.4	x	11	-1.3	1	101	4	-16
COc1ccc(N(C(=O)CNC(=O)c2ccco2)C(C(=O)NC2CCCCC2)c2ccco2)cc1 (configuration not stated)
  104	-1.8	-10	-8	0.1	3	105	10	1
CC(=O)Nc1ccccc1C(=O)C(=O)Nc1cccc(Br)c1
  94	-2.2	-102	20	-1.0	-5	95	5	1
CCC(=O)N/N=C(\C)CC(=O)Nc1ccccc1-c1ccccc1
  106	0.1	0	23	3.2	1	105	8	-4
COc1cccc(C(=O)C2CCCN(Cc3cccn3-c3cccnc3)C2)c1 (configuration not stated)
  102	-1.1	15	5	1.5	2	107	-12	-7
O=C1CCCCC1C(Nc1ccc(Cl)cc1)c1ccccc1 (configuration not stated)
  95	-2.1	17	15	-0.8	-1	95	-22	0
C=CCN1CCN(C(=O)CCc2ccccc2)CC1
  101	0.1	34	10	0.7	0	100	-9	0
Cc1ccc(NC(=O)C(NCc2ccccn2)c2ccccc2)cc1 (configuration not stated)
  106	-1.1	-8	1	-0.4	-4	102	-1	-7
CCOC(=O)/C(C#N)=C/c1cc(C)n(-c2ccc(Br)cc2)c1C
  x	-0.1	5	2	0.9	x	x	-18	-3
CCOc1ccccc1NC(=O)CN1CCC(C(=O)c2ccc(F)cc2)CC1
  107	-1.3	31	-12	2.5	7	106	-16	-5
CC(C)(C)OC(=O)N1CCC(c2c(C(=O)N3CCN(C(=O)c4ccco4)CC3)cnn2-c2ccc(F)cc2)CC1
  91	-0.3	48	21	-0.4	-7	93	4	-8
O=C(N/N=C/c1cccc(Oc2ccccc2)c1)c1ccc(O)cc1O
  101	x	31	8	x	0	100	-12	-1

Structural class, the compounds so far with nitrogen in an aromatic ring
Below each compound: MEKK3 PB1 HTS	OXTR agonist	PHOSPHO1 inh	NALP1 yeast inh	V1R ag counter	MEKK2mut PB1 HTS	MEKK2 WT-MEK5	GPR7 antag	GalR3 antagonist
COc1ccc(-c2c(C#N)c(SCC(N)=O)nc3c2CCCC3)cc1
  104	-0.7	-11	1	1.1	3	102	-3	-7
Cc1cc(C)c2c(-n3cccc3)nn(C)c2n1
  100	-2.2	-25	15	-0.9	5	103	-6	-1
Cc1ccc2[nH]c(=O)c(CN(CCO)Cc3nnnn3CCc3ccccc3)cc2c1
  98	0.3	-21	2	-0.3	-2	99	-3	1
COc1ccc(CNCC(=O)Nc2cc(C)nn2-c2nc(C)cc(C)n2)cc1OC
  95	0.3	11	-3	0.6	-3	89	0	6
N/C(COc1ccc(F)cc1)=N\NC(=O)c1cccnc1Oc1ccccc1
  102	-0.2	-4	-35	1.4	1	101	-13	-3
CCCn1c(=O)c(C(=O)NNC(=O)Cc2ccccc2)c(O)c2ccccc21
  104	0.1	4	13	0.3	1	107	12	-8
Cc1ccccc1NC(=O)c1cccc(Cn2cc(Br)c([N+](=O)[O-])n2)c1
  103	3.9	38	11	4.3	8	108	3	2
CCn1c(SCc2nnc(-c3ccccc3)o2)nnc1-c1ccc(S(=O)(=O)N2CCCC2)cc1
  98	0.0	-21	17	1.3	-2	94	8	-3
COc1cccc(C(=O)C2CCCN(Cc3cccn3-c3cccnc3)C2)c1 (configuration not stated)
  102	-1.1	15	5	1.5	2	107	-12	-7
Cc1ccc(NC(=O)C(NCc2ccccn2)c2ccccc2)cc1 (configuration not stated)
  106	-1.1	-8	1	-0.4	-4	102	-1	-7
CCOC(=O)/C(C#N)=C/c1cc(C)n(-c2ccc(Br)cc2)c1C
  x	-0.1	5	2	0.9	x	x	-18	-3
CC(C)(C)OC(=O)N1CCC(c2c(C(=O)N3CCN(C(=O)c4ccco4)CC3)cnn2-c2ccc(F)cc2)CC1
  91	-0.3	48	21	-0.4	-7	93	4	-8

2 of the compounds above, bar-delimited:
molecule | MEKK3 PB1 HTS | OXTR agonist | PHOSPHO1 inh | NALP1 yeast inh | V1R ag counter | MEKK2mut PB1 HTS | MEKK2 WT-MEK5 | GPR7 antag | GalR3 antagonist
Cc1ccc(NC(=O)C(NCc2ccccn2)c2ccccc2)cc1 (configuration not stated) | 106 | -1.1 | -8 | 1 | -0.4 | -4 | 102 | -1 | -7
CCOC(=O)/C(C#N)=C/c1cc(C)n(-c2ccc(Br)cc2)c1C | x | -0.1 | 5 | 2 | 0.9 | x | x | -18 | -3
